PP1 inh = PP1-alpha (human) inhibition in PP5 counter-screen; P62136; purified PP1alpha, OMFP fluorescence; inhibition, % at 6.7 µM; hit rate 0.9% among 320,000; AID 2235;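 active = inhibition above the mean inhibition of all tested compounds plus 3 SD, computed separately for each screening campaign, cut at about 15% in these data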
procasp7 counter = activates human procaspase-7, counter-screen for procaspase-3 activators. recombinant procaspase-7, Ac-DEVD-pNA absorbance 405 nm; D23A/D198A/D206A triple mutant, cannot self-cleave; scale: DMSO 0, 5 µM enzyme 100. activation, % at 8.5 µM. hit rate 0.093% among 330,000;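 active = percent activation above the screen-wide mean plus 3 SD, cut at about 25% in these data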
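Assay system: Uncleavable procaspase-7 mutant enzyme / Input: 2 µM procaspase-7 mutant as dispensed / Dosing: single nominal 8.5 µM compound dose, 0.8% DMSO final / Timing: 1 h enzyme–compound preincubation and 2 h substrate reaction, both 25 °C / Detection: p-Nitroaniline absorbance at 405 nm, read at 0 and 120 min / Replication: singlicate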
VLA-4 inh = inhibition in a human VLA-4 binding assay | VLA-4 expressing cells, ligand binding flow cytometry | AID 2557 | inhibition, % (about 7 µM as worked out from the volumes in the protocol) | hit rate 0.2% among 330,000; in the data active = inhibition above about 50%
Target sequence (P13612 whole entry, looked up): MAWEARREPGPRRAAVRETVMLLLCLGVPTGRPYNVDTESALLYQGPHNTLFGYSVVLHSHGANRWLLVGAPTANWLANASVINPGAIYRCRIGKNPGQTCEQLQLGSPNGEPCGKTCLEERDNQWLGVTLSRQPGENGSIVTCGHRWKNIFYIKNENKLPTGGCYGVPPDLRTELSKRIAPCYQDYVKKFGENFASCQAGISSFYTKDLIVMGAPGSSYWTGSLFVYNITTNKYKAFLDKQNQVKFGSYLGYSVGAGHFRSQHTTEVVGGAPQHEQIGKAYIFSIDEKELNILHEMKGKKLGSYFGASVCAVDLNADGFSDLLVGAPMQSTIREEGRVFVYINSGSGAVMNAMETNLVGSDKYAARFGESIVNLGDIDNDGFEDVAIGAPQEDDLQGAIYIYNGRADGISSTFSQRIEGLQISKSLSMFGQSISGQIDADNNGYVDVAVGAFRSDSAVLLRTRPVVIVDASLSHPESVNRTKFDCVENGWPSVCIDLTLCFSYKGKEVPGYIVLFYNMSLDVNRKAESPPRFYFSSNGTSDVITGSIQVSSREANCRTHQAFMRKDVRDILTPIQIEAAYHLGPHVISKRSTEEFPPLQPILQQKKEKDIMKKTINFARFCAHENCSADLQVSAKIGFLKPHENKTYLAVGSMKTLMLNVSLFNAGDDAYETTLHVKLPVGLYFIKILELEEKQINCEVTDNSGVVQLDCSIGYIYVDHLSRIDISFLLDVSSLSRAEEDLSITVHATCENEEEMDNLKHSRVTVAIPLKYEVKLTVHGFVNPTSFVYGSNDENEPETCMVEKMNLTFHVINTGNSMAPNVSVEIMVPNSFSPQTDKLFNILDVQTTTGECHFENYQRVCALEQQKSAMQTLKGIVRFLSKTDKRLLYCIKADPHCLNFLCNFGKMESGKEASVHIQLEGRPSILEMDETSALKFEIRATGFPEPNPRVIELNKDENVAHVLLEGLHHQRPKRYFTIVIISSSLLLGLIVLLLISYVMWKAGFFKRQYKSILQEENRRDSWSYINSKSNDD
proCasp3 act = activators of human procaspase-3; P42574; recombinant procaspase-3 D3A, Ac-DEVD-pNA absorbance 405 nm; activation, % at 8.5 µM; hit rate 0.11% among 330,000; AID 463141;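 active = activation above the mean of all tested compounds plus 3 SD, cut at about 21% in these data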;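 also: 0% = DMSO alone and 100% = DMSO wells spiked with extra 5 µM PC-3 D3A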
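Test system: Procaspase-3 D3A mutant, all three cleavage aspartates alanine | Dosing: Single dose, 8.5 µM nominal compound, 0.8% DMSO | Schedule: 1 h preincubation, 2 h reaction | Technique: 405 nm absorbance of p-nitroaniline, reads at 0 and 120 min | Repeats: One well per compound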
HCV core dimer = blocks dimerization of HCV core protein; hit rate 0.33% among 300,000; inhibition, % at 5 µM; AID 1899; TR-FRET GST/Flag-core106 dimerization, 1536-well;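 active = inhibition above the mean of all tested compounds plus 3 SD, set per screening campaign, cut at about 45% in these data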
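Assay system: Tagged HCV core106 pair (GST and Flag) | Buffer or medium: KF-containing HEPES buffer, pH 7.45, DTT, CHAPS, BSA | Also added: Eu donor and XL665 acceptor anti-tag antibodies | Dosing: One concentration, 5 µM, in 0.5% DMSO | Timing: 4 h at 22.5 °C | Technique: TR-FRET 671 and 617 nm emission | Repeats: Singlicate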
JMJD2C inh = inhibitors of human GASC-1 (JMJD2C) demethylase; hit rate 0.069% among 330,000; GST-JMJD2C(1-420) H3K9me3 demethylation, DELFIA europium; AID 2099; Q9H3R0; inhibition, % at 2.35 µM;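 active = more than half of a compound's replicate wells show inhibition beyond 50%, single wells judged on their own value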;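 also: signal counts dimethyl H3K9 product captured on neutravidin plate; 0% = median of DMSO wells and 100% = 0.3 times that DMSO median; strong numbers were not always called active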
Fh CTSL1 inh = blocks F. hepatica cathepsin L1 in PFM18AAP counter-screen; inhibition, % at 5.96 µM; recombinant F. hepatica cathepsin L1, Z-Leu-Arg-MCA fluorescence; AID 1906; hit rate 0.49% among 300,000;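 active = inhibition above the mean of all tested compounds plus 3 SD, set per screening campaign, cut at about 17% in these data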;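 also: 0% = plate median of test compound wells and 100% = 1 µM Z-Phe-Ala-diazomethylketone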
PP5 inh = blocks human protein phosphatase 5 activity; P53041; purified PP5c, OMFP substrate fluorescence; inhibition, % at 6.7 µM; hit rate 0.18% among 320,000;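 active = inhibition above the campaign's mean inhibition across all tested compounds plus 3 SD, cut at about 9.5% in these data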;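 also: 0% = DMSO only and 100% = 100 µM cantharidin control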
GRK2 inh = human GRK2 inhibition via aptamer displacement | inhibition of aptamer binding, % at 10 µM | hit rate 0.59% among 330,000 | bead flow cytometry, FAM-aptamer displacement from GRK2 | P25098;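 active = inhibition of aptamer binding above 40%, roughly 3 SD of noise, on plates passing a quality check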;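 also: median bead fluorescence of bound FAM aptamer so fluorescent compounds give negative values; no value below 0 was filed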
Starred values were filed as active, the others as inactive; · = no result given. Random draw from the library; 2.6% or so of the library scored in one or more.

SMILES	PP1 inh	procasp7 counter	VLA-4 inh	proCasp3 act	HCV core dimer	JMJD2C inh	Fh CTSL1 inh	PP5 inh	GRK2 inh
Cc1cc(OCC(=O)N2CCC(C(N)=O)CC2)c2c(C)cc(=O)oc2c1	-8	11	-9	2	2	·	3	5.0	0
COc1ccc(C)cc1NC(=O)c1nn(-c2ccccc2)cc1OC	2	-2	5	4	-1	6	7	4.1	1
O=C(N/N=C/c1cccc(OC(=O)c2ccc([N+](=O)[O-])cc2)c1)c1cccnc1	-4	10	9	1	-2	-37	-4	0.9	0
C=C1C(C(=O)Nc2ccc(F)cc2)C1C(=O)Nc1ccc(F)cc1 (stereo not given)	-1	3	-25	12	-2	-6	2	-0.6	0
COc1cc(N)c(Cl)cc1C(=O)OCC(=O)N1c2ccccc2NC(=O)C1(C)C	·	4	4	3	·	·	·	·	3
CCOC(=O)c1sc(NC(=O)Nc2ccc(Cl)cc2)cc1C	9	1	2	-1	26	3	-2	5.0	0
Cc1ccc(C(C)C)c(OCC(=O)NNC(=O)C(C(C)C)N2C(=O)c3ccccc3C2=O)c1 (stereo not given)	-2	7	-10	8	6	0	-21	3.4	4
CCc1nc(SCC(=O)NCC2CCCO2)c2oc3ccccc3c2n1 (stereo not given)	-5	3	7	-1	-1	-6	-1	1.3	0
Cc1noc(NS(=O)(=O)c2ccc(NC(=O)COc3ccc(Cl)cc3Cl)cc2)c1C	3	-1	7	-3	11	6	1	3.7	0
O=C(CNCc1cccnc1)Nc1cc(C(F)(F)F)ccc1N1CCOCC1	-2	3	2	1	-3	0	2	1.4	0
O=C(Nc1ccc(N2CCOCC2)cc1N1CCOCC1)c1ccc(Cl)cc1	-3	-1	1	8	-3	15	4	0.0	4
C=CCOc1ccc(/C=C2/C(=O)ON=C2C)cc1OCC	1	1	13	-8	8	-7	1	-0.8	1
O=C(Nc1cccc(S(=O)(=O)N2CCOCC2)c1)c1ccc2c(=O)n3c(nc2c1)CCCCC3	-3	10	-17	-3	1	8	-1	-1.0	3
Cc1nn(Cc2ccc(F)cc2)c(C)c1NC(=O)c1cc2ncc(Br)cn2n1	-2	9	0	-3	4	6	1	-0.7	19
CS(=O)(=O)N(CCc1ccccc1)CC(=O)N1CCCCC1	0	-1	6	-2	5	7	-7	-0.9	3
CCC(=O)N1CCc2cc(S(=O)(=O)CCC(=O)N3CCCC(C)C3)ccc21 (stereo not given)	1	-10	9	-6	1	0	-7	0.2	0
O=c1cc(-c2ccccc2)nc(N2CCN(Cc3ccccc3)CC2)[nH]1	0	-1	9	2	-2	-14	7	0.6	1
COc1cc(-c2nc3n(c(=O)c2C#N)CCS3)cc(OC)c1OC	-8	-3	8	6	-32	-12	2	2.0	0
Cn1c(-c2cccc([N+](=O)[O-])c2)cnc1NCc1cccc(F)c1	2	-3	-5	2	-3	23	-1	-0.3	1
COc1ccc2oc(=O)c(C(=O)NCc3ccc4c(c3)OCO4)cc2c1	0	0	13	-7	8	4	3	2.1	3
Cc1c(C)c2ccc(OCC(=O)Nc3nccs3)cc2oc1=O	9	1	11	4	1	0	8	1.7	0
C=CCNC(=O)c1ccc(CN2CCC(Cc3ccccc3)CC2)cc1	2	8	18	-6	5	3	0	0.8	1
Cc1c(NC(=O)COC(=O)c2ccc(S(=O)(=O)N3CCOCC3)cc2)c(=O)n(-c2ccccc2)n1C	-1	8	0	8	-2	-9	5	-1.1	1
COCC(=O)N1CCC(n2nnc3cc(C(F)(F)F)ccc32)CC1	-1	2	15	5	0	-1	4	-2.5	0
O=C(c1ccco1)N1CCN(c2ncccn2)CC1	-2	6	-5	0	3	5	-2	0.2	2
CCCCc1cc(=O)oc2c(C)c(OCC(=O)N3CCC(C(N)=O)CC3)ccc12	-4	5	12	7	4	13	-1	0.5	1
CCc1nnc(NC(=O)CCC(=O)NCC2CCCO2)s1 (stereo not given)	-3	2	-5	2	-5	1	-2	0.6	1
CC(Oc1ccccc1)C(=O)OCC(=O)N1CC(=O)Nc2ccccc21 (stereo not given)	-4	10	-2	2	-2	-30	-3	-1.0	4
Cc1ccc(S(=O)(=O)/N=C(/c2ccccc2)N(C)c2ccc(O)cc2)cc1	0	-7	2	-6	-6	-7	12	-1.3	1
COc1ccc(/C=C2\SC(=S)N(CCC(=O)Nc3cccc(O)c3)C2=O)cc1OC	2	-4	2	-11	6	-6	5	-1.1	2
CC1(C(=O)NCc2cccnc2)CCC(=O)N1Cc1cccs1 (stereo not given)	-6	6	-6	10	3	-3	-4	3.6	0
CSc1nncc(/C(C)=N\Nc2ccccc2)n1	2	4	10	-1	-12	8	3	3.6	0
C1=C(c2sc3ccccc3c2-c2ccc(OCCN3CCOCC3)cc2)CCCC1	·	5	18	7	·	-4	·	·	0
Cc1ccc(-c2nc3ncccc3n2O)cc1	-5	12	13	1	2	23	0	-0.4	0
Cc1ccc(-c2nc(CS(=O)CC(=O)N3CCN(c4ncccn4)CC3)c(C)o2)cc1 (stereo not given)	-3	7	-5	-17	19	-8	-3	2.3	4
O=C(Nc1ccccc1C(=O)NC(Cc1c[nH]c2ccccc12)C(=O)O)c1ccco1 (stereo not given)	-3	4	3	12	-1	8	0	0.2	2
O=C1Cc2ccccc2C(=O)N1c1cccc(Cl)c1	4	0	-19	6	-5	-15	-2	3.4	1
COc1cccc(NC(=O)C2C3C=CC4(O3)C2C(=O)N(CCCN2CCCC(C)C2)C4C(=O)NC2CCCCC2C)c1 (stereo not given)	-4	-4	4	-7	-3	0	3	3.2	0
CN1CCN(S(=O)(=O)c2cccc(C(=O)Nc3sccc3C#N)c2)CC1	-1	-1	-53	2	·	6	·	2.8	2
Cc1ccccc1Nc1nc(-c2sc(NC(=O)c3ccco3)nc2C)cs1	5	-9	14	-12	1	3	3	4.3	0
Cc1cc(C)nc(NC(=S)Nc2ccccc2)n1	-2	-6	16	-1	-1	2	-5	-0.6	0
COc1ccc(N(C)C(=O)c2oc(=O)c3ccccc3c2-c2ccc(C)cc2)c(OC)c1	1	-2	6	-2	5	51	-2	-1.0	1
O=C1c2ccccc2C(=O)N1CCc1c[nH]c2ccc(O)cc12	-3	-4	7	0	-11	-13	4	-0.5	7
CCOc1cc(C(=O)NCCCNC(=O)c2cc(OCC)c(OCC)c(OCC)c2)cc(OCC)c1OCC	-5	10	-4	3	-8	1	5	4.0	3
COc1ccc2c(CC(=O)NNC(=O)c3ccc(O)cc3)coc2c1	·	8	-10	-1	·	-6	·	·	3
CCc1ccc(CN(C)C(=O)C2CCC(=O)N(Cc3ccccn3)C2)cc1 (stereo not given)	2	1	-7	3	-3	-4	-5	3.1	0
C(=C\c1ccccc1)/CSc1nnc(-c2cccnc2)n1Cc1ccco1	0	-1	12	-7	9	-8	-1	-1.0	2
O=C(COc1ccc(Cl)cc1)OCC(=O)N1CCCc2ccccc21	5	-10	10	1	8	16	-7	4.5	0
N#Cc1nc(-c2ccc(F)cc2)oc1N1CCCC1	4	-11	6	1	-1	-2	2	1.3	4
COc1ccc(CCNC(=O)c2c(O)c3c([nH]c2=O)CCCC3)cc1	-3	5	-3	10	0	-13	-2	-1.5	1
(listing goes on)
SMILES	PP1 inh	procasp7 counter	VLA-4 inh	proCasp3 act	HCV core dimer	JMJD2C inh	Fh CTSL1 inh	PP5 inh	GRK2 inh
CCOC(=O)CCCCC(=O)c1[nH]c(=O)[nH]c1CSc1nnc2c3cc(Br)ccc3n(C)c2n1	3	-4	-5	2	7	-6	3	-1.8	0
c1ccc(Cn2c(SCc3cn4cccnc4n3)nnc2-c2ccco2)cc1	-6	-3	-6	-1	4	1	-3	3.4	2
CSc1nc2ccc(S(=O)(=O)N3CCc4ccccc43)cc2s1	3	3	9	7	1	5	0	-0.9	0
Cc1c(Cl)cn2c(=O)cc(CN(C)Cc3nc4ccccc4c(=O)[nH]3)nc2c1Cl	0	2	-11	0	13	22	1	3.0	2
CC(C)CCNC(=O)NC(=O)CSc1nnc2ccccn12	-4	13	19	-4	-7	2	-5	2.6	2
COc1cccc(C(=O)Nc2ccc(N3CCN(Cc4ccccc4)CC3)cc2)c1	-2	-2	11	-4	5	6	6	4.6	0
CCc1nc(N[C@@H](Cc2c[nH]c3ccccc23)C(=O)O)c2oc3ccccc3c2n1	5	-2	0	-1	0	1	-2	0.3	0
COc1ccc(C(=O)NNC(=S)NC(=O)c2ccco2)cc1	-4	-17	25	-8	-7	15	1	3.2	0
COc1ccc(OC)c(S(=O)(=O)Nc2cccc(-c3ccc(N4CCCCCC4)nn3)c2)c1	10	6	8	1	33	7	1	2.1	1
COc1ccccc1CNC(=O)c1ccc(CS(=O)(=O)c2ccccc2OC)o1	-2	8	4	9	-2	3	0	-0.3	0

Part of the list above in order of number of heavy atoms, descending:
SMILES	PP1 inh	procasp7 counter	VLA-4 inh	proCasp3 act	HCV core dimer	JMJD2C inh	Fh CTSL1 inh	PP5 inh	GRK2 inh
COc1ccc(OC)c(S(=O)(=O)Nc2cccc(-c3ccc(N4CCCCCC4)nn3)c2)c1	10	6	8	1	33	7	1	2.1	1
c1ccc(Cn2c(SCc3cn4cccnc4n3)nnc2-c2ccco2)cc1	-6	-3	-6	-1	4	1	-3	3.4	2
CSc1nc2ccc(S(=O)(=O)N3CCc4ccccc43)cc2s1	3	3	9	7	1	5	0	-0.9	0
CC(C)CCNC(=O)NC(=O)CSc1nnc2ccccn12	-4	13	19	-4	-7	2	-5	2.6	2

Next structures follow.
SMILES	PP1 inh	procasp7 counter	VLA-4 inh	proCasp3 act	HCV core dimer	JMJD2C inh	Fh CTSL1 inh	PP5 inh	GRK2 inh
CCN(CC(=O)Nc1c(F)cccc1F)C(=O)CSCC(=O)Nc1cc(C)on1	-5	13	3	-7	-2	-7	0	-0.3	5
CCn1c(CNC(=O)c2cccc(C)c2)nnc1SCC(=O)N1CCOCC1	4	-7	7	-2	10	6	1	-0.9	0
Cc1csc2nc(O)c(C(=O)NCc3ccc4c(c3)OCO4)c(=O)n12	17*	11	-1	2	3	-10	3	-1.6	0
CC(C)(C)OC(=O)NC1CCN(S(=O)(=O)c2ccc3c(c2)OCCO3)CC1	2	-2	3	4	5	10	-5	5.6	4
C=C1CCN([C@@H](CC(C)C)C(=O)N2CCOCC2)S(=O)(=O)c2ccccc21	-1	5	23	-3	0	-38	-3	1.5	0
O=C1CCCN1c1ccc(S(=O)(=O)Oc2ccc(Cl)cc2)cc1[N+](=O)[O-]	3	9	10	-2	4	-4	-2	2.8	0
COc1cccc(CN(C)C(=O)c2ccc3c(=O)n4c(nc3c2)CCC4)c1OC	2	-2	9	-7	2	4	-2	-0.2	1
CCc1ccccc1-n1nnnc1SCC(=O)Nc1ccc(N2CCN(C)CC2)cc1	-2	5	39	1	12	8	1	0.8	0
COc1ccc(NC(=O)CN(C)C(=O)c2cccc(S(=O)(=O)N3CCN(c4ccccc4)CC3)c2)cc1	10	4	2	10	-1	39	-1	1.8	2
Cc1ccc(NC(=S)Nc2ccc(Br)cc2)cc1	-4	-1	2	-2	-3	-12	0	3.3	0
Cc1noc(C)c1COC(=O)c1ccc(S(=O)(=O)NCc2ccco2)cc1	-1	-5	22	-5	11	0	4	1.3	2

Screening data (PubChem BioAssay)
